Pf growth 96h = P. falciparum growth inhibition at 96 hour, primary screen for plastid delayed-death inhibitors. P. falciparum luciferase reporter growth, 96 h. Potency, µM (titrated, usually from 28.7 µM), for inactives: at the highest dose activity change, negative = inhibition, usual class: inhibitors. 6.9% of 320,000 active. AID 504834; also: potency is read from the fitted curve at half-maximal effect; % is scaled to controls: 0 for no effect and ±100 for the full control effect
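Two-generation exposure (96 h) targets delayed-death phenotype. Reporter parasites carrying integrated firefly luciferase, in red cells at 2% hematocrit and 0.05% parasitemia final, kept at 37 C, 5% CO2; luminescence loss indicates inhibition.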
Pf growth 48h = P. falciparum growth inhibition at 48 hours (one generation); P. falciparum luciferase growth in erythrocytes, 48 h; Potency, µM (series often up to 28.7 µM), for the others: top-dose activity change, negative = inhibition, actives largely listed as inhibitors; 5.9% of 310,000 active; AID 504832; also: potency is read from the fitted curve at half-maximal effect; % is scaled to controls: 0 for no effect and ±100 for the full control effect
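Here the parasites carry a stable luciferase gene and grow inside erythrocytes in Albumax-based RPMI medium with compound for one erythrocytic cycle. Activity is scored as loss of luminescent signal.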
HCV inh = HCV inhibition; Huh7.5.1 HCVcc-Cre infection, luciferase reporter, 44 h; Potency, µM (series often up to 41.8 µM), without a hit: at the highest dose activity change, negative = inhibition, hits mostly inhibitors; 3.4% of 340,000 active; also: potency is read from the fitted curve at half-maximal effect; % is scaled to controls: 0 for no effect and ±100 for the full control effect
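A cell-based infection assay in which seeded cells (1,000 per well) receive test compound after 4 h, are inoculated with HCVcc-Cre at approximately 0.5 moi, and are incubated 44 h before luminescence detection.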
Shiga toxin inh = inhibitors of Shiga toxin in Vero cells. Vero cells, Shiga toxin protein synthesis inhibition reporter. inhibition, % at 38.7 µM. 9.2% of 290,000 active; in the data active = inhibition mostly above about 28%, no sharp cut-off; inactive = mostly below about 43%; also: 0% is about no effect
Cycloheximide cs = counter-screen for Shiga toxin inhibitors: cycloheximide protein synthesis inhibition; cell reporter, cycloheximide protein synthesis inhibition counterscreen; max response, %; 12% of 300,000 active; in the data active = max response mostly above about 13%, no sharp cut-off; inactive = mostly below about 14%; also: read at 38.3 µM for the half of the compounds with a filed dose; 0% is about no effect
FBPA Giardia inh = Giardia lamblia aldolase inhibition | Potency, µM (highest dose often 59.6 µM), inactives show at the top dose activity, negative = inhibition, most hits filed as inhibitors | 0.71% of 290,000 active | purified Giardia FBPA | A8B2U2; also: potency is read from the fitted curve at half-maximal effect; % is scaled to controls: 0 for no effect and ±100 for the full control effect; nearly all actives have a fitted effect of over 55% in size
Target sequence (A8B2U2 whole entry, looked up): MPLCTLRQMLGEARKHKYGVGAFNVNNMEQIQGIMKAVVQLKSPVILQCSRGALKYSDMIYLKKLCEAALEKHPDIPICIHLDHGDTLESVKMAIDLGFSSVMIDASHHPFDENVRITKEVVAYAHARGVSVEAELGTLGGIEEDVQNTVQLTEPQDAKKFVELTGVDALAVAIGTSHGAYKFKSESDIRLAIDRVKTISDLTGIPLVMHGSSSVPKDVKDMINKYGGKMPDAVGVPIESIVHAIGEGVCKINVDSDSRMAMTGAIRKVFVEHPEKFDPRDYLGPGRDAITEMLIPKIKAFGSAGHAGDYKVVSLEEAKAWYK
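Giardia FBPA (40 nM reagent) was preincubated 10 min at RT with compound (up to 57.5 uM final), then substrate plus GAPDH/TPI/NAD/arsenate coupling system with diaphorase/resazurin was added; resorufin fluorescence (525/598 nm) was read after 20 min.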
Active calls of the source: *; i = inactive; ? = inconclusive; . = no result given; & = joins results of further samples; [ ] = another dose, or the depositor's remark. Unless noted, calls follow the shape of the dose curve; as a rule, active = well fitted curve in the direction sought with a large enough effect; inconclusive = small, poorly fitted or top-dose-only effect, or another doubt; inactive = no such curve, though single readings can be large; an effect the other way counts as inactive or inconclusive. Compounds as they come; any-hit rate near 24%.

SMILES | Pf growth 96h | Pf growth 48h | HCV inh | Shiga toxin inh | Cycloheximide cs | FBPA Giardia inh
CCN(CC)S(=O)(=O)c1cccc(C(=O)Nc2ccc(S(=O)(=O)NC3=NCCCCC3)cc2)c1 | 6.57µM* | ? | 5.6% | . | . | .
Cc1ccsc1/C=N/NC(=O)C(N)=O | 43.5%[activator] | 22.0% | 5.2% | 72.6 | 35.2* | -2.8%
CCOc1ccccc1NC(=O)Nc1ccc2c(c1)CCC2 | ? | 11.9% | 12.6µM* | 53.5* | 38.8* | .
COC(=O)c1ccc(CN2CCCC(CO)(Cc3ccccc3F)C2)cc1 (stereo not drawn) | ? | 13.0% | -6.4% | -5.6 | -3.8 | 5.8%
Cc1ccc(CC2CC(=O)N(c3nc(C)cc(C)n3)C2=O)cc1 (stereo not drawn) | 30.8%[activator] | 13.5% | -0.7% | 7.7 | -0.7 | 3.3%
CC(C)C(C(=O)NCc1ccco1)N(Cc1ccco1)C(=O)CNS(=O)(=O)c1ccccc1 (stereo not drawn) | -0.1% | -10.0% | -14.7% | -3.0 | 1.4 | .
Cc1cccc2c(C(=O)n3cccn3)cc(-c3ccccc3Cl)nc12 | 45.9%[activator] | 17.4% | -13.8% | -45.9 | 4.6 | -2.1%
Cc1nn2c(NCCN3CCOCC3)c3c(nc2c1-c1ccccc1)CCCC3 | 13.1µM* | ? | ? | -5.3 | 2.0 | 1.6%
CNC(=O)c1csc(Cc2c(Cl)sc3ccc(Cl)cc23)n1 | 50.0%[activator] | ? | ? | -4.7 | -2.1 | 20.5%
CCCCN(Cc1ccccc1)C1CCN(Cc2ccccc2)CC1 | ? | ? | -21.7% | -2.3 | -2.9 | ?
O=C(CCc1nnc(CCCCc2ccccc2)o1)N(CCO)Cc1ccccc1 | ? | -8.8% | 5.9% | 0.8 | -2.3 | -0.2%
Cc1cc(/C=N/NC(=O)c2ccsc2)c(C)n1-c1cnccn1 | 27.0% | 16.3% | -17.2% | 86.6* | 42.1* | -11.5%
COc1ccc2nc(NC(=O)C(NS(=O)(=O)c3cccc4nsnc34)C(C)C)sc2c1 (stereo not drawn) | ? | . | -1.7% | -8.5 | -3.7 | -5.6%
Cc1ccc(C2CC(C(F)F)n3ncc(C(=O)Nc4cnn(Cc5ccccc5C)c4)c3N2)cc1 (stereo not drawn) | . | -28.3% | -4.8% | -25.2 | -4.0 | -10.5%
CC(C)(C)S(=O)(=O)/C(C#N)=N/Nc1ccc(S(C)(=O)=O)cc1 | ? | -16.6% | 13.7% | 35.3 | 0.7 | -0.7%
O=C(O)c1ccc(/C=N/NC(=O)c2cc(-c3cccs3)nc3ccccc23)cc1 | 33.9% | 30.1%[activator] | 9.6% | 15.6 | 18.9 | -4.8%
CCN(CC)C(=O)N1CCN(Cc2ccc3c(c2)OCO3)CC1 | ? | -0.7% | -2.8% | -1.8 | 3.2 | 0.7%
Cc1nc2nc[nH]n2c(=O)c1NS(=O)(=O)c1ccc(F)cc1 | ? | 156.6%[activator] | 29.2% | -9.3 | -3.5 | 1.7%
Cc1cccc(C)c1Nc1nnc(SCC(=O)NC(=O)c2cccn2C)s1 | 18.0% | 8.4% | 7.1% | -8.3 | -2.4 | -10.8%
C#CCOCCOCCOCCNc1nc(N2CCN(C(=O)[C@H](CCC(=O)O)n3cc(C(N)CC(C)C)nn3)CC2)nc(N2CCN(C(=O)[C@H](CCC(=O)O)n3cc(C(N)CC(C)C)nn3)CC2)n1 (stereo partly drawn) | 46.6%[activator] | 9.7% | 18.3% | -5.9 | 4.5 | -2.3%
Cc1ccccc1Nc1nnc(SCC(=O)N(C)C2CCS(=O)(=O)C2)s1 (stereo not drawn) | ? | ? | 2.0% | -3.7 | -3.2 | -2.9%
O=C(N[C@H](C(=O)O)c1ccccc1)C1CCC(Cn2cnc3ccccc3c2=O)CC1 (stereo partly drawn) | 19.8% | 10.4% | ? | -1.8 | 1.3 | 2.2%
COc1ccc(-c2ccc(=O)n(Cc3cccc([N+](=O)[O-])c3)n2)cc1 | -27.2% | -25.1% | 11.2µM* | -5.3 | 10.4 | -7.3%
Cn1c(O)c(N=NC(=O)C2COc3ccccc3O2)c2ccccc21 (stereo not drawn) | 20.7% | 1.3% | -1.7% | -2.5 | 9.2 | 1.1%
Cc1ccc(C(C(=O)NC(C)(C)C)N(C(=O)CCC(=O)Nc2ccccn2)c2ccccc2F)cc1 (stereo not drawn) | ? | ? | -1.0% | -2.8 | -2.9 | 10.3%
O=C(Nc1ccc2c(c1)OCO2)C1CCN(C(=O)c2ccc(Br)cc2)CC1 | ? | 1.4%[5.75 µM] | 0.8% | 65.8 | 13.4 | 0.8%
CC(=O)Nc1ccc(C(=O)NCCCOC(C)C)cc1 | 57.3%[activator] | -0.9% | 11.5% | 3.6 | 0.9 | 3.9%
CC(C)(C)c1ccc(C(=O)NCC(=O)OCC(=O)Nc2ccc3c(c2)OCCO3)cc1 | 52.4%[activator] | 31.7%[activator] | 15.7% | 15.9 | 11.7* | -1.4%
Cc1nnc(SCC(=O)N(C2CCCCC2)C2CCS(=O)(=O)C2)n1N (stereo not drawn) | 34.9%[activator] | -11.2% | -2.2% | . | . | .
Cc1onc(-c2c(F)cccc2Cl)c1C(=O)N1C=CC(C(F)(F)F)=NCC1 | 30.9%[activator] | 17.3% | 15.2% | -1.4 | -1.6 | 1.6%
CC1(C)CC(=O)C2(CC3=C(CC(C)(C)CC3=O)O2)C(=O)C1 | -1.1% | 13.3% | 2.7% | -25.8 | -3.1 | 0.0%
CCCNC(=O)c1ccccc1N1CCN(CCCCN2C(=O)C3CCCCN3C2=O)CC1 (stereo not drawn) | 10.4µM* | -8.8% | -1.2% | . | -2.2 | 4.0%
CC(C)NC(=O)c1onc(CSc2cccc3ccccc23)c1C(=O)O | -14.9% | 6.9% | 11.9% | -1.6 | -1.9 | 16.7%
COc1ccc(O)c(C(=O)c2cnn(S(=O)(=O)c3ccc(C)cc3)c2)c1 | -28.3% | 2.1% | -5.5% | . | . | .
COc1ccc(C(=O)C[n+]2ccc3c(c2)nc(-c2cc(OC)c(OC)cc2OC)n3C)cc1 | 1.04µM* | 3.29µM* | 17.4%&0.2% | -10.4 | -0.8 | 2.1%
CCOc1ccccc1NC(=O)C1CCCN(C(=O)Nc2ccccc2)C1 (stereo not drawn) | 26.4% | ? | ? | 12.7 | -3.0 | -1.2%
O=C(CSc1nnc(-c2cccnc2)n1CCN1CCCCC1)Nc1cccc(Cl)c1 | ? | -6.5% | 16.3% | -18.9 | -2.1 | 18.6%
O=C(Nc1cccc(S(=O)(=O)Nc2ccc(Cl)cc2)c1)c1ccc[n+]([O-])c1 | -5.2% | -22.6% | 10.6% | 17.8 | -3.8 | 0.8%
O=C(C1CCCCC1)N(Cc1ccccc1)c1ccccn1 | -22.0% | -5.9% | -28.9% | 16.1 | -2.2 | 4.3%
COc1ccc(C)cc1NC(=O)c1ccc(NS(=O)(=O)c2cccs2)cc1 | ? | ? | ? | -7.2 | -3.6 | 7.1%
CSc1nc2ncc(C#N)cn2n1 | -24.2% | 22.0% | 2.2% | 10.5 | 0.9 | -2.7%
CC[C@H](C)[C@@H](C(=O)NCCCCCCCCCCC(=O)N1CCNCC1)n1cc(CCCCCN)nn1 | ? | ? | 14.7% | . | . | .
O=C1CC(c2ccc(F)cc2)Cc2nc(N3CCc4ccccc43)ncc21 (stereo not drawn) | 20.8% | 22.5% | . | 22.0 | 2.9 | -2.8%
CC1CCC(NC(=O)COC(=O)CCC(=O)c2ccc(Cl)s2)CC1 (stereo not drawn) | 36.2%[activator] | -11.3% | 6.2% | . | . | .
CCCCn1c(N)c(N(CC(C)C)C(=O)C2CCC2)c(=O)[nH]c1=O | -25.8% | ? | 9.6% | . | . | .
CCOC(=O)N1CCN(S(=O)(=O)c2ccc(C(=O)Nc3nc4c(s3)CC(C)CC4)cc2)CC1 (stereo not drawn) | 0.6% | ? | 6.2% | -28.1 | -3.8 | -1.9%
O=C(CSc1ncnc2c1cnn2-c1ccc(F)cc1)NC1CCCC1 | 36.3%[activator] | 49.3%[activator] | 6.31µM* | 19.5 | -2.7 | .
NS(=O)(=O)c1ccc(CCNC(=O)CCCOc2ccccc2)cc1 | 81.0%[activator] | 7.5% | 26.1% | -0.8 | 16.8 | 0.8%

Whole records from above.
Entry for CCCCn1c(N)c(N(CC(C)C)C(=O)C2CCC2)c(=O)[nH]c1=O : Pf growth 96h: -25.8%; Pf growth 48h: ?; HCV inh: 9.6%; Shiga toxin inh: .; Cycloheximide cs: .; FBPA Giardia inh: .
Entry for CC[C@H](C)[C@@H](C(=O)NCCCCCCCCCCC(=O)N1CCNCC1)n1cc(CCCCCN)nn1 : Pf growth 96h: ?; Pf growth 48h: ?; HCV inh: 14.7%; Shiga toxin inh: .; Cycloheximide cs: .; FBPA Giardia inh: .

Remaining list, next part
SMILES | Pf growth 96h | Pf growth 48h | HCV inh | Shiga toxin inh | Cycloheximide cs | FBPA Giardia inh
CC(C)C(=O)Nc1ccc(C(=O)NNC(=O)C(c2ccccc2)c2ccccc2)cc1 | 55.2%[activator] | 17.7% | -21.7% | -12.1 | 15.7 | 1.8%
c1nc2n(n1)C1=C(CCCC1)C1(CCCCC1)N2 | 2.62µM* | ? | 18.2% | 7.6 | 8.5 | 5.4%
CC(C)CN1CCN(Cc2cccc3c2OCO3)CC1CCO (stereo not drawn) | -30.7% | 5.8% | 0.5% | 2.6 | 9.2 | -1.5%
CC(=O)C1C(c2ccco2)c2c(noc2C)CC1(C)O (stereo not drawn) | 4.8% | 11.6% | 22.6% | -8.9 | -4.1 | 0.8%
O=C(CCOc1ccccc1)Nc1ccnn1C1CCN(Cc2ccccc2)CC1 | ? | -11.4% | -4.7% | -8.7 | -2.2 | 3.7%
CCC1Nc2ncnc(N3CCOCC3)c2N(Cc2ccc(C)cc2)C1=O (stereo not drawn) | ? | ? | -0.4% | . | . | .
Cc1c(OC(C)C(=O)NCC2CCC(C(=O)O)CC2)ccc2c1oc(=O)c1ccccc12 (stereo not drawn) | 13.1µM* | -28.0% | 12.1% | -3.6 | -1.2 | -3.3%
C=CCOc1ccc(CNc2nn[nH]n2)cc1OC | 13.2% | . | 4.8% | -15.2 | 9.5 | -13.9%
COc1cc(OC)c(C2=NOC(C(=O)NCc3ccc4c(c3)OCO4)C2)cc1Cl (stereo not drawn) | 58.6%[activator] | -16.5% | ? | -4.6 | 0.1 | -10.1%
Cc1ccc(-n2c([C@@H]3C[C@H]3c3ccccc3)n[nH]c2=S)cc1 | 1.9% | 7.4% | 6.8% | 21.9 | 7.5 | 6.0%
NC(=O)c1c(NC(=O)c2ccc([N+](=O)[O-])o2)sc2c1CCCC2 | 32.8%[activator] | -55.7% | ? | 13.5 | 10.1 | 5.7%
CCN1CCN(C(=O)c2nn(-c3ccc(OC)cc3)c(=O)c3c2c2ccccc2n3C)CC1 | -26.7% | 23.1% | 15.3% | -3.2 | -2.9 | 4.5%
Cc1ccccc1Nc1nc(N)nc(CSc2ccc(F)cc2)n1 | 299.0%[activator] | i | -9.0% | 112.2* | 47.9* | -19.8%

Four structures already listed, sorted by SMILES length, highest first:
SMILES | Pf growth 96h | Pf growth 48h | HCV inh | Shiga toxin inh | Cycloheximide cs | FBPA Giardia inh
Cc1c(OC(C)C(=O)NCC2CCC(C(=O)O)CC2)ccc2c1oc(=O)c1ccccc12 (stereo not drawn) | 13.1µM* | -28.0% | 12.1% | -3.6 | -1.2 | -3.3%
COc1cc(OC)c(C2=NOC(C(=O)NCc3ccc4c(c3)OCO4)C2)cc1Cl (stereo not drawn) | 58.6%[activator] | -16.5% | ? | -4.6 | 0.1 | -10.1%
O=C(CCOc1ccccc1)Nc1ccnn1C1CCN(Cc2ccccc2)CC1 | ? | -11.4% | -4.7% | -8.7 | -2.2 | 3.7%
CC(C)CN1CCN(Cc2cccc3c2OCO3)CC1CCO (stereo not drawn) | -30.7% | 5.8% | 0.5% | 2.6 | 9.2 | -1.5%
